High-throughput results deposited in PubChem BioAssay by National Center for Advancing Translational Sciences (NCATS).
p53 reactivation – restores transcriptional activity of mutant p53 | H1299 p53-A138V BP100-luciferase reporter, luminescence, 24 h | Potency, µM (highest dose often 92.2 µM), for the others: at the top dose activity change, positive = activation, hits mostly activators | 320,000 tested, 0.063% active; further: potency means the concentration at half of the fitted maximal effect; % of control where 0% means no effect; nearly all actives have a fitted effect of over 45% in size
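p53-null H1299 cells stably carrying temperature-sensitive p53-A138V and a BP100-luciferase reporter were pinned with compounds (4-point, 1:5 series) and held 24 hrs at 37 deg C. Luminescence was read 10 min after detection reagent.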
FLuc counter – firefly luciferase modulation, counter-screen for miR-21 project | 360,000 tested, 6.9% active | purified FLuc, Km substrates, luminescence inhibition | Potency, µM (doses to about 57.5 µM), inactives show at the top dose activity change, negative = inhibition, usual class: inhibitors | P08659;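 further: potency means the concentration at half of the fitted maximal effect; plate controls were vehicle for no effect and reference inhibitor for full effect; nearly all actives have a fitted effect of over 55% in size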
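Purified P. pyralis luciferase, 10 nM final, with Km-level 10 uM D-luciferin and 10 uM ATP in 50 mM Tris acetate pH 7.5, 10 mM Mg acetate, 0.01% Tween-20, 0.05% BSA; 6-point qHTS titration about 60 µM downward; luminescence read.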
PKM2 activator – activators of human pyruvate kinase M2; P14618; purified PKM2, Kinase-Glo ATP luminescence, activation; response scale: 0% is enzyme alone, no compound; Potency, µM (series often up to 57.5 µM), without a hit: at the top dose activation, usual class: activators; 260,000 tested, 0.34% active; further: potency means the concentration at half of the fitted maximal effect; on the % scale 0 is the no-effect control and ±100 the full control effect; nearly all actives have a fitted effect of over 55% in size
Target sequence (P14618 whole entry, looked up): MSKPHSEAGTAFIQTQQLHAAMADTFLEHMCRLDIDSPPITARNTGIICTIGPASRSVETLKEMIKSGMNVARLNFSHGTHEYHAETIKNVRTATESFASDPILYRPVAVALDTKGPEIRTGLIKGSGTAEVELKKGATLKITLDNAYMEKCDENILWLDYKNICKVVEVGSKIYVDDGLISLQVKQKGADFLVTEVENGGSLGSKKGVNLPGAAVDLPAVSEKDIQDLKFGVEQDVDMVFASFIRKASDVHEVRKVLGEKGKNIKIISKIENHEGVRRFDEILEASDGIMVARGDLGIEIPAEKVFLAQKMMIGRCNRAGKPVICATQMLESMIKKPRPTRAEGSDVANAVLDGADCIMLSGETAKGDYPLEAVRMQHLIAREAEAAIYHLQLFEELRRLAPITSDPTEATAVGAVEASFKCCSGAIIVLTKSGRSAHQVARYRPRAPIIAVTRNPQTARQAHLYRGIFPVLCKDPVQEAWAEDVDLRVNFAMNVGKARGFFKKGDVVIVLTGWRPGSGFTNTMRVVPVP
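Purified hPK-M2 (>95%) run at intermediate activity with 0.1 mM ADP and 0.5 mM PEP in 50 mM imidazole pH 7.2, KCl, MgCl2; 1 h room temperature. ATP formed read by Kinase-Glo luminescence; normalized to uninhibited and no-enzyme controls.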
RORgamma inh – blocks mouse ROR gamma transcriptional activity; 310,000 tested, 5.4% active; Drosophila S2 Gal4-RORgamma UAS-luciferase reporter, 20 h; Potency, µM (doses to about 53.6 µM), inactives show at the top dose activity change, negative = inhibition, hits mostly inhibitors; P51450; further: potency means the concentration at half of the fitted maximal effect; on the % scale 0 is the no-effect control and ±100 the full control effect; nearly all actives have a fitted effect of over 60% in size
Target sequence (P51450 whole entry, looked up, the tested form may be a part): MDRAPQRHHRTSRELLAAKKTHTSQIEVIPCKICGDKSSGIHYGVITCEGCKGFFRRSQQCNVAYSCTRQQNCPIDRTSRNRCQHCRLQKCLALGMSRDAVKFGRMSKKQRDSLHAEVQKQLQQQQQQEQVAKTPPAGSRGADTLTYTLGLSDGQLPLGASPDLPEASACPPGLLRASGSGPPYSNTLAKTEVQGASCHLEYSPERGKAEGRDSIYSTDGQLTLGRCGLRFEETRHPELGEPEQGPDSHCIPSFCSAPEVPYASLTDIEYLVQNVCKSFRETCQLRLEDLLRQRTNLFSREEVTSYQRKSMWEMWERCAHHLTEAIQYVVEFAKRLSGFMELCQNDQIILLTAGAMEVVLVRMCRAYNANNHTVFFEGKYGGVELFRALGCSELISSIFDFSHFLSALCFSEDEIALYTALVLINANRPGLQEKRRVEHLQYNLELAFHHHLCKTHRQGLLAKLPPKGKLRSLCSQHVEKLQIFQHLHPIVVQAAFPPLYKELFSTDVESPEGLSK
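Stable Schneider cell line, Gal4 DNA-binding domain fused to ROR gamma, UAS-luciferase. Cmpd 1 hr RT → CuSO4 700 uM final → 20 hr RT → luciferase reagent 10 min → luminescence.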
Gal4-VP16 FLuc – counter-screen for ROR gamma inhibitors: Gal4-VP16 reporter; Potency, µM (highest dose often 53.6 µM), for the others: top-dose activity, negative = inhibition, hits mostly inhibitors; 310,000 tested, 3.5% active; Drosophila S2 Gal4-VP16 UAS-luciferase, luminescence, 20 h;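 further: Gal4-VP16 expression switched on by copper sulfate through the metallothionein promoter; potency means the concentration at half of the fitted maximal effect; on the % scale 0 is the no-effect control and ±100 the full control effect; nearly all actives have a fitted effect of over 50% in size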
Menin-MLL TR inh – inhibitors of human menin-MLL interaction, mutant MLL peptide; Menin + Texas Red MLL mutant peptide, fluorescence polarization; 270,000 tested, 0.23% active; O00255; Potency, µM (highest dose often 61.6 µM), for the others: at the top dose FP activity change, negative = inhibition, most hits filed as inhibitors; AID 1768; active means well fitted inhibition curve with a large enough effect in the polarisation, with a control signal flat, not every such curve was filed as active; inconclusive means small, poorly fitted or top-dose-only effect, or effect the other way, or a change in a side signal; inactive means no such curve, though single readings can be large or run the other way; the % refers to the polarisation; further: potency means the concentration at half of the fitted maximal effect; % of control where 0% means no effect; many of its hits are not listed in these tables
BRCA1 expr up – BRCA1 expression activation; MCF7-BRCA1-FFLuc reporter, luminescence, 48 h; response scale: scaled: vehicle 0%, 10 µM genistein 100%; Potency, µM (titrated, usually from 46.1 µM), inactives show top-dose activation, actives largely listed as activators; 380,000 tested, 1.1% active; AID 624202; further: potency means the concentration at half of the fitted maximal effect; nearly all actives have a fitted effect of over 80% in size; some results filed as inactive show a strong effect at the top dose
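Reporter cells (MCF7, BRCA1 promoter-firefly luciferase) received library compounds across a concentration series for 48 h. End-point luminescence was measured and concentration-effect curves derived after normalization.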
ELG1 genotox – induces genotoxicity in HEK293T cells with luciferase-tagged ELG1. AID 504466. HEK293T ELG1-luciferase reporter, luminescence, 16 h. Potency, µM (series often up to 46 µM), without a hit: at the top dose activity change, positive = activation, most hits filed as activators. 330,000 tested, 1.3% active; further: potency means the concentration at half of the fitted maximal effect; % of control where 0% means no effect; nearly all actives have a fitted effect of over 60% in size
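HEK293T cells expressing luciferase-tagged ELG1 were exposed to compound or DMSO vehicle for 16 hr at 37 °C and 5% CO2. Luciferase activity was then measured with ONE-Glo after 30 min at room temperature.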
NPC1 promoter act – NPC1 promoter activation; Huh7 NPC1 promoter luciferase reporter, 24 h; Potency, µM (series often up to 9.22 µM), inactives show at the highest dose activation, usual class: activators; 320,000 tested, 2.4% active;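 further: potency means the concentration at half of the fitted maximal effect; % of control where 0% means no effect; nearly all actives have a fitted effect of over 60% in size; reporter is driven by a mutant NPC1 promoter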
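Cells: Huh7 expressing luciferase under the NPC1 promoter, 1500/well. Seeded 2 h, compound added, incubated 24 h at 37 °C. Luciferase reagent, 10 min ambient, then luminescence.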
Rab9 prom act – activators of Rab9 promoter | Huh7 Rab9 promoter-luciferase reporter, luminescence, 24 h | AID 485297 | Potency, µM (top dose mostly 9.22 µM), for inactives: top-dose activation, negative = inhibition, hits mostly activators | 320,000 tested, 2.8% active; further: potency means the concentration at half of the fitted maximal effect; % of control where 0% means no effect; nearly all actives have a fitted effect of over 60% in size
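Luminescence from Amplite-detected luciferase (10 minutes, ambient) reports Rab9 promoter activation. Before that, stable Rab9-luciferase Huh7 cells (1500/well, reduced-serum OP-MEM I plus 10% FBS) were exposed to compound for 24 hours at 37C.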
Giardia killer – Giardia lamblia killing; Giardia lamblia trophozoite viability; activity change, % at 7.66 µM, hits read low; 340,000 tested, 0.15% active; AID 540267; in the data active means activity change below about -80%; inconclusive means between about -30% and that limit;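 further: parasites exposed to compound for two days anaerobically before the ATP read; on the % scale 0 is the no-effect control and ±100 the full control effect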
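Compounds were tested on trophozoites seeded at 100 cells/well and held 48 hrs at 37 deg C anaerobically. An ATP-based luminescent kit measured the remaining live cells.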
Active calls of the source: *; ? = inconclusive; · = not tested or not shown; [ ] = another dose, or the depositor's remark. Unless noted, the call rests on the fitted dose curve; in most records, active means well fitted curve in the direction sought with a large enough effect; inconclusive means small, poorly fitted or top-dose-only effect, or another doubt; inactive means no such curve, though single readings can be large; an effect the other way counts as inactive or inconclusive. A portion of the library; count on the stated rates, not on these rows.

SMILES	p53 reactivation	FLuc counter	PKM2 activator	RORgamma inh	Gal4-VP16 FLuc	Menin-MLL TR inh	BRCA1 expr up	ELG1 genotox	NPC1 promoter act	Rab9 prom act	Giardia killer
COc1ccccc1CNC(=O)c1ccc(C)s1	5%	-18%	3%	35%	12%	-1%	?	4%	13%	18%	-16
Cc1ccc2c(c1)nnn2C1CCN(CC(=O)NCCc2ccccc2)CC1	-4%	-1%	0%	7%	-1%	·	2%	-2%	0%	1%	-1
COc1ccccc1NC(=O)C(C)N1C(=O)c2ccccc2C1=O (configuration not stated)	6%	0%	-1%	-33%	-11%	-4%	-3%	-1%	-3%	0%	-7
Cc1c(C(=O)N2CCCCC2)sc(NC(=O)C2CC2)c1C#N	-3%	-2%	9%	8%	11%	-5%	7%	0%	15%	6%	-3
Cn1c(SCC(=O)N2CCOCC2)nnc1-c1cnccn1	11%	2%	13%	?	-12%	-5%	1%	2%	-2%	-2%	7
O=C(COC(=O)C1CCC1)Nc1ncc(Cl)cc1Cl	-2%	-17%	·	·	·	·	-7%	-4%	-2%	0%	2
O=[N+]([O-])c1ccc(CN2CCN(c3ccc(F)cc3)CC2)o1	·	0%	1%	3%	-1%	-2%	12%	0%	0%	5%	?
CCCn1c(=O)c(C(=O)Nc2nnc(CC)s2)c(O)c2ccccc21	0%	3%	-3%	4%[10 µM]	-7%	-3%	·	0%	7%	-5%	·
O=C(/C=C/c1ccccc1[N+](=O)[O-])c1ccccc1Br	-11%	?	18%	?	-81%	12%	-95%[inhibitor]	-13%	17%	13%	22
CCOc1ccc(-n2cc(C(=O)NC(C)C)c3cc(OC)c(OC)cc3c2=O)cc1	-13%	-1%	0%	1%	-10%	-14%	17%	-3%	2%	3%	13
COC(=O)COc1ccc2oc(=O)cc(C)c2c1	3%	-2%	-1%	-35%	5%	1%	-15%	3%	1%	8%	-15
COC(=O)Nc1ccc(C)cc1NC(=O)OC	6%	1%	1%	0%	-1%	21%	-1%	0%	0%	-10%	3
COc1ccc(CN=C2NN=C(c3ccc(Cl)cc3)CS2)cc1	9%	7.6µM*	15%	?	-7%	2%	28%	?	3.5µM*	3.5µM*	4
O=C1C=C(c2ccc(Cl)cc2)C(=O)N1Nc1ccccc1	-11%	?	24%	7.1µM*	4µM*	-2%	-99%	7%	0%	16%	-13
CC(C)(C)c1ccc(OCC(=O)NCc2ccco2)c(Br)c1	25%	?	26%	?	-15%	1%	1%	?	1%	-1%	-2
CNc1ccc(Br)cc(C(=O)/C=C/c2cccc(OC)c2)c1=O	6%	?	16%	?	?	?	-99%[inhibitor]	-2%	10%	-1%	-2
CN(C)S(=O)(=O)c1cccc(NC(=O)COC(=O)c2ccc(Br)o2)c1	2%	-6%	5%	45%	6%	16%	20%	0%	-1%	5%	13
CCc1ccc(/C=C2\SC(=S)N(CCCC(=O)Nc3ccccn3)C2=O)cc1	-9%	15µM*	4%	0.28µM*	1.4µM*	?	-98%[inhibitor]	-1%	-21%	-20%	9
COc1cc(OC)cc(C(=O)NCC(=O)OCC(=O)N2CCc3ccccc32)c1	1%	-8%	8%	2%	3%	-16%	-3%	-1%	-2%	-2%	-21
CCOC(=O)C1=C(N)OC2=C(C(=O)CC(C)(C)C2)C1c1ccccc1OC (configuration not stated)	7%	-14%	8%	9%	-3%	-5%	4%	2%	0%	-9%	-10
O=C(NC1CCN(S(=O)(=O)c2ccc(F)cc2)CC1)c1ccc(F)cc1	·	9%	1%[11.5 µM]	1%	-15%	-7%	12%	?	-4%	4%	-4
Cc1ccc(C)c(NC(=O)Cn2nnc(C(=O)Nc3c(C)cccc3C)c2N)c1	4%	6%	2%	5%	1%	·	-3%	-1%	-2%	9%	-5
O=C(N/N=C/c1ccc(OC(F)F)cc1)c1ccc(Br)cc1	-2%	?	0%	?	?	-15%	-2%	7%	-1%	3%	34[activator]
OCC1CCCN(C(=S)Nc2ccc(Nc3ccccc3)cc2)C1 (configuration not stated)	5%	9.5µM*	0%	7.1µM*	7.9µM*	-21%	93%	?	?	2µM*	24
COCCCNCCOc1ccc(C)cc1[N+](=O)[O-]	-4%	-1%	-3%	-6%	-3%	0%	-4%	0%	1%	0%	-2
Nc1nonc1-n1nnc(C(=O)N/N=C/c2cccc(Cl)c2)c1-c1cccs1	-9%	?	·	-13%	-10%	·	7%	-15%	-2%	-3%	-15
c1ccc(N(c2ccccc2)c2nc(-n3ccnc3)nc(-n3ccnc3)n2)cc1	-14%	2%	1%	-28%	-13%	9%	-55%	-5%	-3%	-1%	-6
c1ccn2cc(CSc3nnc4ccccn34)nc2c1	?	13µM*	-6%	-37%	?	?	?	10µM*	3.5µM*	1µM*	4
CC1Sc2ccc(S(=O)(=O)N3CCN(c4cccc(Cl)c4)CC3)cc2NC1=O (configuration not stated)	0%	1%	·	68%	-26%	·	-32%	-2%	-1%	-3%	-20
O=C(Nc1ccc(C(=O)NCC2CCN(Cc3ccccc3F)CC2)cc1)C1=CSCCO1	8%	-8%	·	11%	14%	·	4%	6%	2%	0%	3

A section taken from the entries so far, for reference:
SMILES	p53 reactivation	FLuc counter	PKM2 activator	RORgamma inh	Gal4-VP16 FLuc	Menin-MLL TR inh	BRCA1 expr up	ELG1 genotox	NPC1 promoter act	Rab9 prom act	Giardia killer
COc1ccccc1CNC(=O)c1ccc(C)s1	5%	-18%	3%	35%	12%	-1%	?	4%	13%	18%	-16
Cc1ccc2c(c1)nnn2C1CCN(CC(=O)NCCc2ccccc2)CC1	-4%	-1%	0%	7%	-1%	·	2%	-2%	0%	1%	-1
COc1ccccc1NC(=O)C(C)N1C(=O)c2ccccc2C1=O (configuration not stated)	6%	0%	-1%	-33%	-11%	-4%	-3%	-1%	-3%	0%	-7
Cc1c(C(=O)N2CCCCC2)sc(NC(=O)C2CC2)c1C#N	-3%	-2%	9%	8%	11%	-5%	7%	0%	15%	6%	-3
Cn1c(SCC(=O)N2CCOCC2)nnc1-c1cnccn1	11%	2%	13%	?	-12%	-5%	1%	2%	-2%	-2%	7
O=C(COC(=O)C1CCC1)Nc1ncc(Cl)cc1Cl	-2%	-17%	·	·	·	·	-7%	-4%	-2%	0%	2

Additional records follow:
SMILES	p53 reactivation	FLuc counter	PKM2 activator	RORgamma inh	Gal4-VP16 FLuc	Menin-MLL TR inh	BRCA1 expr up	ELG1 genotox	NPC1 promoter act	Rab9 prom act	Giardia killer
O=C(NC(Cc1ccccc1)C(=O)O)/C(=C/c1ccc([N+](=O)[O-])cc1)NC(=O)c1ccco1 (configuration not stated)	0%	0%	2%	14%	-13%	22%	9%	1%	-2%	7%	6
CCCCn1c(N)c(N(CC(C)C)C(=O)CSCC(=O)Nc2ccc(C)cc2)c(=O)[nH]c1=O	-2%	4%	·	·	·	·	3%	-1%	-2%	-4%	-19
CCOC(=O)C1CCN(C(=O)c2ccc3c(c2)NC(=O)/C(=C/c2ccccc2)S3)CC1	-2%	-16%	·	12%	1%	·	2%	-4%	-6%	-5%	-3
Cc1cccc(N2CCN(C(=O)COc3ccc4ccc(=O)oc4c3)CC2)c1C	-14%	-1%	0%	23%	0%	3%	-6%	-3%	-2%	-5%	2
Cc1nc2ccccn2c1C(=O)c1ccccc1	0%	-1%	-2%	-1%	3%	1%	71%	9%	-3%	0%	4
CCCCCc1nnc(NC(=O)C(=O)OCC)s1	-5%	-14%	-1%	3%	-1%	6%	-33%	0%	-2%	-2%	9
COc1cc(OC)c([N+](=O)[O-])cc1/C=N/NC(=O)c1ccncc1	-1%	-15%	25%	0%	-1%	-1%	-29%	11%	-1%	26%	-13
O=C(NCc1ccccn1)c1nc(-c2cccs2)no1	4%	-4%	1%	10%	-1%	9%	59%	8%	7%	12%	-11
CC(C)(C)OC(=O)N/N=C\c1ccc([N+](=O)[O-])s1	?	27µM*	2%	-19%	?	?	0%	5%	23%	17%	1
Cc1ccc(C(=O)O/N=C/c2c(C(F)(F)F)nn(C)c2Sc2ccc(Cl)cc2)cc1	-2%	?	-1%	23%	0%	-14%	-29%	-20%	0%	3%	-3
